ARFGAP1 inh: inhibitors of rat ARFGAP1 GAP activity, primary screen, biochemical, fluorescence polarization, GDP tracer; AID 651572, 2012; inhibition, % at 16.5 µM; 0.26% of 360,000 active; ADP-ribosylation factor GTPase-activating protein 1 (Rattus norvegicus), Q62848; Arfgap1-stimulated ARF1 GTP hydrolysis, GDP FP detection;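 active means inhibition above a per-plate limit, mean inhibition of low control wells plus 3 SD, cut at about 25% in these data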;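 further: 0% = DMSO wells with enzyme and 100% = wells lacking Arfgap1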
Target sequence (Q62848 1-136 limits assumed): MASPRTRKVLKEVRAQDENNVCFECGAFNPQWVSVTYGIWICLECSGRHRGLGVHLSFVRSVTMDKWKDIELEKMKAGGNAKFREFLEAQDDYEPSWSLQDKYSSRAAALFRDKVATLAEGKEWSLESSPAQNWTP
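Assay system: purified rat His6-Arfgap1 residues 1-136 (GAP domain); Reagent: human Δ17 ARF1 bound to GTP; Dosing: 16.5 µM single point, 1.26% DMSO; Times: GTP hydrolysis reaction 2 h at 25 °C; Signal: FP, GDP Alexa 633 tracer displaced from anti-GDP antibody, 620/688 nm; Measure: % inhibition from polarization.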
Tn6 DDE FP: inhibitors of Tn6 peptide binding to fibrin DD(E), primary screen, biochemical, fluorescence polarization, human fibrin, Tn6 probe. Fibrin DD(E) TRITC-Tn6 fluorescence polarization displacement. inhibition, % at 8.3 µM. 0.21% of 370,000 active. AID 720509, 2013;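 active means inhibition above a per-campaign cutoff: mean of compounds within control limits plus 3 SD, cut at about 15% in these data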;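 further: 0% = median of all compound wells on the plate and 100% = blocking peptide control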
PLC-gamma1 inh: PLC-gamma1 enzyme inhibitors, primary screen, biochemical, fluorescence, purified enzyme | 1-phosphatidylinositol 4,5-bisphosphate phosphodiesterase gamma-1 (Homo sapiens), P19174 | 0.84% of 370,000 active | AID 720700, 2013 | inhibition, % at 12.2 µM | fluorogenic substrate; in the data active means inhibition above about 9.5%
TDP2 inh: human TDP2 enzyme inhibitors, primary screen, biochemical, epi absorbance, recombinant enzyme; T5PNP hydrolysis, p-nitrophenol absorbance 415 nm; inhibition, % at 12.8 µM; 0.34% of 370,000 active;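 active means inhibition above the mean of all tested compounds plus 3 SD, set per campaign, cut at about 25% in these data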;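 further: 0% = DMSO with enzyme and 100% = buffer with substrate but no TDP2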
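System: recombinant human TDP2 / Amount: 120 nM TDP2 per well / Also added: 5 mM T5PNP chromogenic substrate / Doses: 12.8 µM single point, 1% DMSO / Incubation: 2 h at 37 °C / Detection: p-Nitrophenol epi absorbance / Evaluation: % inhibition relative to enzyme-containing and enzyme-free wells / Repeats: singlicate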
proKLK7 act: proKLK7 zymogen activators, primary screen, biochemical, fluorescence intensity | purified proKLK7, EDANS-DABCYL substrate fluorescence; 100% is mature enzyme control, 0% vehicle | activation, % at 7 µM | 0.9% of 370,000 active;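 active means activation above the mean of all tested compounds plus 3 SD, computed per campaign excluding outliers beyond control limits, cut at about 13% in these data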
Target sequence (P49862 whole entry, looked up): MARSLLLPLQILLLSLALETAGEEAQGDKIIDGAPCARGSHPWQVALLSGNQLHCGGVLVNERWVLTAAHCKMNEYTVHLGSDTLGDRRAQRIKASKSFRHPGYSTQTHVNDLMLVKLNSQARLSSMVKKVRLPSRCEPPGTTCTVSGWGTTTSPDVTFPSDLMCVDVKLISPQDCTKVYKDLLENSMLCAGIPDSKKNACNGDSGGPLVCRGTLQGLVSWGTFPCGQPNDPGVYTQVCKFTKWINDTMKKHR
LEDGF integ inh: blockers of LEDGF/p75-dependent integrase strand transfer – biochemical, TR-FRET, high throughput, primary screen. 0.64% of 370,000 active. HIV-1 integrase (with human LEDGF/p75). AID 743269, 2014. inhibition, % at 3.7 µM. TR-FRET IN-LEDGF/p75 DNA integration, Eu/Cy5;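 active means inhibition above the screen-wide mean plus 3 SD, cut at about 13% in these data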;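 further: signal is the Cy5 over europium emission ratio at 671 and 618 nm; 0% = plate median of compound wells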
ADAM10 inh: human ADAM10 inhibitors, primary screen, biochemical, QFRET, HTS; Disintegrin and metalloproteinase domain-containing protein 10 (Homo sapiens), O14672; recombinant ADAM10, EDANS/DABCYL FRET peptide cleavage, 3 h; inhibition, % at 7 µM; 0.62% of 370,000 active; AID 720582, 2013;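 active means inhibition above a per-campaign cutoff equal to the mean of compounds falling between control-based bounds plus 3 SD, cut at about 20% in these data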;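 further: 0% = DMSO wells while the 100% control is not disclosed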
Target sequence (O14672 214-748 limits assumed): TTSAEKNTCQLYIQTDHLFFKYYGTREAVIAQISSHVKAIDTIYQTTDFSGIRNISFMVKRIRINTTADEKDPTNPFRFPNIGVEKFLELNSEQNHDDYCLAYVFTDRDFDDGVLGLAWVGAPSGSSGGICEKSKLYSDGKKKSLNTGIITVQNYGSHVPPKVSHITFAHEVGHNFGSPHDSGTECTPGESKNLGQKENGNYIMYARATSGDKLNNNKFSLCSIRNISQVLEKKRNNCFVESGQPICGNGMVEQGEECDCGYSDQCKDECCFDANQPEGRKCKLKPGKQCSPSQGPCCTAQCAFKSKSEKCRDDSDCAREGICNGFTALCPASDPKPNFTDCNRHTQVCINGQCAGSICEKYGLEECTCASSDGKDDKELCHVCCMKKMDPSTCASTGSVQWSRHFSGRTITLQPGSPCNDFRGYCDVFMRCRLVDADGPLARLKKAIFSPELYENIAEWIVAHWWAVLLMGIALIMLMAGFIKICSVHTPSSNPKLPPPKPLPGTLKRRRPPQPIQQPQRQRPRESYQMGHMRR
DDE Tn7 FP inh: inhibitors of Tn7 peptide binding to fibrin DD(E), primary screen, biochemical, fluorescence polarization, human fibrin, Tn7 probe | Fibrinogen beta chain (Homo sapiens), P02675 | FP displacement of FITC-Tn7 peptide from fibrin DD(E); 0% = median of compound wells per plate | inhibition, % at 8.3 µM | 0.13% of 370,000 active | AID 720508, 2013;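 active means inhibition above the mean of compounds falling within the control limits plus 3 SD of them, cut at about 14% in these data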;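 further: 0% = plate median of compound wells and 100% = 10 µM Aha-Tn7 peptide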
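system = human fibrin DD(E) protein | quantity = DD(E) 2 µM final | medium = Tris/NaCl/CaCl2 buffer, pH 7.8 | also added = labelled Tn7 tracer, 0.1 µM | compound dosing = single point at 8.3 µM | timing = compound with protein 10 min, then 3 h after probe, room temperature | signal = FP measurement | benchmarks = Aha-Tn7 high control | repeats = one replicate per compound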
ASAP1 inh: inhibitors of human ASAP1 ArfGAP activity, primary screen, biochemical, fluorescence polarization. ASAP1-stimulated ARF1 GTP hydrolysis, GDP FP detection. Arf-GAP with SH3 domain, ANK repeat and PH domain-containing protein 1 (Homo sapiens), …. AID 624377, 2012. 0.19% of 360,000 active. inhibition, % at 16.5 µM; in the data active means inhibition above about 25%;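 further: 0% = vehicle with enzyme and substrate and 100% = no enzyme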
ADAM17 inh: ADAM17 inhibitors, primary screen, biochemical, QFRET. Disintegrin and metalloproteinase domain-containing protein 17 (Homo sapiens), P78536. recombinant ADAM17, EDANS/DABCYL FRET peptide cleavage. 0.83% of 370,000 active. inhibition, % at 6.95 µM. AID 720648, 2013;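 active means inhibition above the mean of compounds lying between control limits plus 3 SD, set per campaign, cut at about 8.5% in these data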;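 further: 0% = DMSO-only wells as the low control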
An asterisk follows results filed as active; i = inactive; nt = not tested or not shown. An unsorted share of the library; about 4.2% have a hit in one of these screens.

SMILES	ARFGAP1 inh	Tn6 DDE FP	PLC-gamma1 inh	TDP2 inh	proKLK7 act	LEDGF integ inh	ADAM10 inh	DDE Tn7 FP inh	ASAP1 inh	ADAM17 inh
Cn1cnc([N+](=O)[O-])c1Sc1ccccc1	12	6	6	2	0.3	1	-4	0	-4	1
COc1ccc2oc(=O)c(C(=O)N3CCN(C(=O)c4ccco4)CC3)cc2c1	-3	-3	i	13	26*	3	i	-1	2	-310
COc1ccc(C(CNC(=O)c2cccc(S(=O)(=O)N3CCOCC3)c2)N2CCOCC2)cc1 (stereo not drawn)	7	4	-1	-6	-0.9	0	-5	-9	6	-1
CN(C)CCN=c1cc(-c2ccccc2)oc2ccc(Cl)cc12	9	5	0	-5	-0.6	-4	-10	8	14	-3
CCc1nc(C)ccc1OC(=O)C12CC3CC(CC(C3)C1)C2	-3	9	5	-5	0.1	2	-5	-4	-1	4
CCN(c1ccccc1)S(=O)(=O)c1cc(C(=O)O)ccc1C	7	13	6	-7	-0.2	9	4	3	-18	1
Cc1nn(C)cc1S(=O)(=O)N1CCCC(C(=O)O)C1 (stereo not drawn)	-9	2	2	0	0.0	2	-11	-3	4	-4
COc1ccc(-c2cc3nc(NCCCN(C)C)n(C)c(=O)c3s2)c(C)c1	-9	0	0	5	0.3	1	-48	-6	-14	-16
CN1C(=O)C(=O)N(c2cccc(C(F)(F)F)c2)C1=O	-2	8	0	4	-0.4	0	-5	0	8	2
C[C@H](O)[C@@H]1CN2CCc3ccc(-c4ccc5c(c4)OCO5)cc3[C@@H]2C[C@@H]1N(C)C(=O)c1ccco1	-3	-6	-1	3	0.0	-2	-3	0	9	-2
COc1cc(/C=N/NC(=O)c2cccc([N+](=O)[O-])c2)cc(OC)c1O	15	-4	1	-4	-1.2	-1	6	7	1	0
O=C(NN=C1CCCCCC1)c1cc(-c2ccccc2)nc2ccccc12	9	-2	-4	0	-0.7	1	-3	0	-3	-5
COC(=O)c1ccccc1NC1=C/C(=N\S(=O)(=O)c2cccs2)c2ccccc2C1=O	11	-2	2	12	-0.4	1	-19	-3	35*	-2
COC(=O)COc1cccc(-n2cnnn2)c1	0	2	1	4	-0.4	-2	4	1	14	-1
CCCCn1c(N)c(N(CC(C)C)C(=O)CN(C)Cc2cccc(OC)c2)c(=O)[nH]c1=O	5	-2	-3	5	0.3	2	-5	10	-2	-3
CCc1nnc(SCC(=O)Nc2ccc(N3CCOCC3)cc2)n1C	-7	1	0	-1	-0.2	4	-2	-10	14	0
CCOc1ccccc1NC(=O)c1ccc(Cl)c(NC(=O)CC(c2ccccc2)c2ccccc2)c1	-2	-2	-1	4	-0.8	-3	7	3	-7	-3
O=C(OC12CCCN(C1)/C(=C/c1cccc(Cl)c1)C2)c1ccno1 (stereo not drawn)	nt	-2	-1	1	0.0	0	4	-4	nt	0
O=[N+]([O-])/C(C(Cl)=C(Cl)Cl)=C1\Nc2ccccc2O1	-11	4	0	11	0.1	0	-1	0	-5	-2
C=CC[C@@H](CC(=O)N[C@@H](CO)Cc1ccccc1)C(=O)N[C@H](COC(=O)[C@@H](CC=C)CC(=O)OC(C)(C)C)Cc1c[nH]c2ccccc12	5	-12	3	-21	1.5	0	26*	-2	-17	8.7*
CC(C)C1C(=O)N(Cc2cn(CCC3OCCO3)nn2)CCS(=O)(=O)N1Cc1ccc(-c2ccccc2)cc1 (stereo not drawn)	-5	0	1	1	0.3	-1	12	-1	5	7
Cc1cc(/C=C2\C(=N)N3N=C(C(C)C)SC3=NC2=O)c(C)n1Cc1ccccc1	0	3	-2	9	0.6	-1	-4	-2	4	0
O=C(CN(c1ccc(Cl)c(Cl)c1)S(=O)(=O)c1ccccc1)N1CCc2ccccc2C1	4	3	-3	1	-0.4	1	-6	0	8	-3
O=C(NC1CCCCN(Cc2ccc(Cl)cc2)C1=O)C(c1ccccc1)c1ccccc1 (stereo not drawn)	nt	-6	2	-5	-0.3	-2	22*	-3	nt	4

One compound at a time, as listed above:
Profile of O=C(OC12CCCN(C1)/C(=C/c1cccc(Cl)c1)C2)c1ccno1 (stereo not drawn) : ARFGAP1 inh: nt; Tn6 DDE FP: -2; PLC-gamma1 inh: -1; TDP2 inh: 1; proKLK7 act: 0.0; LEDGF integ inh: 0; ADAM10 inh: 4; DDE Tn7 FP inh: -4; ASAP1 inh: nt; ADAM17 inh: 0
Profile of CCCCn1c(N)c(N(CC(C)C)C(=O)CN(C)Cc2cccc(OC)c2)c(=O)[nH]c1=O : ARFGAP1 inh: 5; Tn6 DDE FP: -2; PLC-gamma1 inh: -3; TDP2 inh: 5; proKLK7 act: 0.3; LEDGF integ inh: 2; ADAM10 inh: -5; DDE Tn7 FP inh: 10; ASAP1 inh: -2; ADAM17 inh: -3

Part of the list above in order of heavy-atom count, descending:
SMILES	ARFGAP1 inh	Tn6 DDE FP	PLC-gamma1 inh	TDP2 inh	proKLK7 act	LEDGF integ inh	ADAM10 inh	DDE Tn7 FP inh	ASAP1 inh	ADAM17 inh
CC(C)C1C(=O)N(Cc2cn(CCC3OCCO3)nn2)CCS(=O)(=O)N1Cc1ccc(-c2ccccc2)cc1 (stereo not drawn)	-5	0	1	1	0.3	-1	12	-1	5	7
CCOc1ccccc1NC(=O)c1ccc(Cl)c(NC(=O)CC(c2ccccc2)c2ccccc2)c1	-2	-2	-1	4	-0.8	-3	7	3	-7	-3
O=C(NC1CCCCN(Cc2ccc(Cl)cc2)C1=O)C(c1ccccc1)c1ccccc1 (stereo not drawn)	nt	-6	2	-5	-0.3	-2	22*	-3	nt	4

Other structures
SMILES	ARFGAP1 inh	Tn6 DDE FP	PLC-gamma1 inh	TDP2 inh	proKLK7 act	LEDGF integ inh	ADAM10 inh	DDE Tn7 FP inh	ASAP1 inh	ADAM17 inh
Cc1ccccc1NC(=O)c1cccc(Cn2cc(Br)c([N+](=O)[O-])n2)c1	2	5	0	2	-0.1	-1	8	0	8	-1
CC(=O)NC(Cc1c[nH]c2ccccc12)C(=O)OCC(=O)Nc1ccc2c(c1)OCO2 (stereo not drawn)	-7	-4	0	7	0.2	4	-2	3	-2	-4
Cc1onc(-c2ccccc2)c1C(=O)OCC(=O)Nc1ccc2c(c1)OCO2	1	-2	3	4	0.2	3	8	3	2	4
CCc1cccc(C)c1NC(=O)COC(=O)C1CC(=O)N(CCc2ccc(OC)c(OC)c2)C1 (stereo not drawn)	5	4	2	-1	-0.6	5	-6	-9	-6	3
CN(C)S(=O)(=O)c1ccc(S(=O)(=O)NCCN2CCOCC2)cc1	8	-1	2	-6	0.5	-2	-3	2	-4	-1
COc1ccc(OC)c(C2CC(=O)c3c([nH]c(C(=O)OCC4CCCO4)c3C)C2)c1 (stereo not drawn)	-7	1	3	3	0.2	1	2	-2	3	1
O=C(CN1CCN(S(=O)(=O)c2ccccc2)CC1)Nc1ccc(Cl)c([N+](=O)[O-])c1	-1	5	0	3	-0.2	-1	2	7	5	2
Nc1ccn([C@@H]2O[C@H](CNC(=O)[C@@H](Cc3cn(COCc4ccccc4)cn3)NC=O)[C@@H](O)[C@H]2O)c(=O)n1	15	-4	2	-7	0.4	1	-3	-9	4	0
O=C(Nc1ccccc1F)c1ccco1	-4	-2	1	14	1.1	0	8	1	0	1
CC(=O)Nc1sc2c(c1-c1nc3ccccc3s1)CCN(C(C)C)CC2	nt	3	-267	-6	nt	0	-82	7	nt	-24
CCOC(=O)C1(CCOc2ccccc2)CCN(S(=O)(=O)N(C)C)CC1	-1	1	-1	10	0.5	-2	6	-8	2	-1
CC(=O)Oc1cccc(C(=O)Nc2ccc(NC(=O)c3cccs3)cc2)c1	12	1	-2	2	0.7	-1	-12	-2	14	-9
COCc1nnc(NC(=O)CCC2CCCCC2)s1	1	-2	0	-6	-0.6	0	-9	0	2	-5
Cc1nc(SCC(=O)N2c3ccccc3Sc3ccccc32)n[nH]1	-2	2	5	-10	-0.3	4	19	-3	2	1
COc1ccc(COc2ccc(S(=O)(=O)N3CCCC3)cc2C(N)=O)cc1F	-10	-7	4	-3	0.6	0	-7	0	-2	-3
COc1ccccc1C(C)NC(=O)c1ccc(C)o1 (stereo not drawn)	11	-1	3	-1	-0.3	1	1	-3	6	-9
CCCOc1ccccc1NC(=O)/C=C/c1ccc(OC)c(S(=O)(=O)N2CCOCC2)c1	13	-2	-3	7	-0.1	0	4	5	1	3
COc1cccc(NC(=O)CN(C)CC(=O)Nc2ccc(C)c([N+](=O)[O-])c2)c1	-5	-10	0	4	-0.1	-3	7	2	1	-4
O=c1cc(-c2ccc(O)c(O)c2)oc2c1ccc1ccccc12	10	-22	-121	-6	0.8	51*	-8	-1	25*	4
COC(=O)c1cc(OC)c(OC)cc1NC(=O)C1CCC(=O)N1S(=O)(=O)c1ccc(C)cc1 (stereo not drawn)	-3	0	-1	2	0.1	-3	-13	3	-4	2
CC1CCN(C(=O)CSc2nc(N)cc(N)n2)CC1	6	-3	2	5	-0.2	-1	-8	4	9	-5

Of the compounds above, three contain fluorine.
SMILES	ARFGAP1 inh	Tn6 DDE FP	PLC-gamma1 inh	TDP2 inh	proKLK7 act	LEDGF integ inh	ADAM10 inh	DDE Tn7 FP inh	ASAP1 inh	ADAM17 inh
CN1C(=O)C(=O)N(c2cccc(C(F)(F)F)c2)C1=O	-2	8	0	4	-0.4	0	-5	0	8	2
O=C(Nc1ccccc1F)c1ccco1	-4	-2	1	14	1.1	0	8	1	0	1
COc1ccc(COc2ccc(S(=O)(=O)N3CCCC3)cc2C(N)=O)cc1F	-10	-7	4	-3	0.6	0	-7	0	-2	-3
